15-hLO-2 inh – qHTS Assay for Inhibitors of 15-hLO-2 (15-human lipoxygenase 2); purified 15hLO-2, xylenol orange hydroperoxide absorbance; Potency, µM (titrated, usually from 57.1 µM), inactives show top-dose activity change, negative = inhibition, most hits filed as inhibitors; 0.56% of 110,000 active; Polyunsaturated fatty acid lipoxygenase ALOX15B (Homo sapiens), O15296; also: potency is read from the fitted curve at half-maximal effect; nearly all actives have a fitted effect of over 60% in size; many of its hits are not listed in these tables
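Enzyme 50 nM, AA 45 uM, 25 mM Hepes pH 7.5 + 0.01% Triton X-100; cpd preinc 15 min RT, rxn 90 min RT; stop/detect with 200 uM XO + 300 uM Fe(II) in 50 mM H2SO4, 30 min; A573/A405.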
PNC inhibitor – High Content Assay for Compounds that inhibit the Assembly of the Perinucleolar Compartment | PC3M PTB-GFP, PNC prevalence imaging, 16 h; stronger effect = lower value | activity change (PNC), negative = inhibition, % at 10 µM | 3.1% of 140,000 active | AID 2417, 2010;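 active = readout at or below -70, meaning at least 70% loss of cells showing the perinucleolar compartment, a nuclear body marking cancer cells; inconclusive = readout between -30 and a set limit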;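 also: plate controls were DMSO wells for no effect and camptothecin positive control wells for full effect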
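Compounds are pinned in duplicate onto adhered PC3M cells stably expressing GFP-tagged PTB and incubated 16 h at 37 C. Cells are then fixed, nuclei stained with Hoechst, and PNC-positive cells counted.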
IMPase cell inh – qHTS Assay for Identifying the Cell-Membrane Permeable IMPase Inhibitors; Inositol monophosphatase 1 (Rattus norvegicus), P97697; CHO-M1 cells, IP1 accumulation, HTRF TR-FRET ratio; inhibition (IP1 accumulation), % at 46.1 µM; 120,000 tested, under 10 active; AID 901, 2007; active = well fitted curve in the direction sought with a large enough effect in the signal ratio, not every such curve was filed as active; inconclusive = small, poorly fitted or top-dose-only effect, or a change in a side signal; inactive = no such curve, though single readings can be large or run the other way; the % refers to the signal ratio;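 also: cells stimulated with carbachol in lithium chloride buffer; plate controls were DMSO basal wells for no effect and reference inhibitor wells for full effect; higher means more IMPase inhibition seen as more IP1 and lower FRET ratio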
Target sequence (P97697 whole entry, looked up): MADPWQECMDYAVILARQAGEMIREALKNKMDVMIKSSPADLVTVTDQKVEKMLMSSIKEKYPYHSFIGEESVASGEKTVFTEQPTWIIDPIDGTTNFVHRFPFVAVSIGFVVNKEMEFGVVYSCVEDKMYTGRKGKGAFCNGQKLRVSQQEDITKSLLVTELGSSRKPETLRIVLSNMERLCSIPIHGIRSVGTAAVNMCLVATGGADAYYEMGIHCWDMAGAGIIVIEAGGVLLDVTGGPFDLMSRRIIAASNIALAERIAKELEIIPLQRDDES
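CHO-M1, 2000 cells/well, cultured 16–30 h; cpd up to 46 uM; carbachol (50 uM solution, stimulation buffer w/ 50 mM LiCl, pH 7.4), 30 min 37C; IP-One TR-FRET, 10 min RT; Ex 320/Em 665, 620; Hill-fit AC50.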
ALOX12 inhib – qHTS Assay for Inhibitors of 12-hLO (12-human lipoxygenase) | Polyunsaturated fatty acid lipoxygenase ALOX12 (Homo sapiens), P18054 | purified 12-hLO, xylenol orange hydroperoxide absorbance | AID 1452, 2008 | 0.12% of 150,000 active | Potency, µM (highest dose often 57.1 µM), inactives show at the top dose activity change, negative = inhibition, hits mostly inhibitors; also: potency is read from the fitted curve at half-maximal effect; nearly all actives have a fitted effect of over 55% in size; many of its hits are not listed in these tables
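Lipoxygenase turnover measured by absorbance at 573 and 405 nm after Fe-XO development. Human 12hLO 150 nM, arachidonate 40 uM, pH 7.0 Hepes buffer with detergent; 15 min compound preincubation, 30 min reaction.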
Starred values were filed as active, the others as inactive; ? = inconclusive; · = no result given; [ ] = another dose, or the depositor's remark. Unless noted, calls follow the shape of the dose curve; as a rule, active = well fitted curve in the direction sought with a large enough effect; inconclusive = small, poorly fitted or top-dose-only effect, or another doubt; inactive = no such curve, though single readings can be large; an effect the other way counts as inactive or inconclusive. Unless noted, % is scaled to controls: 0 for no effect and ±100 for the full control effect.

Molecule,15-hLO-2 inh,PNC inhibitor,IMPase cell inh,ALOX12 inhib
Clc1ccccc1-c1nnc2sc(C3COc4ccccc4O3)nn12 (stereo unspecified),-28%,?,-2,-4%
COc1ccc2c(c1)cc(C(O)c1ccccn1)n2S(=O)(=O)c1ccccc1 (stereo unspecified),·,27,·,-5%
O=C(Nc1ccn(Cc2ccccc2)n1)c1cccc(Cn2cc([N+](=O)[O-])cn2)c1,·,?,·,1%
Cc1cc(C)c(S(=O)(=O)NNC(=O)C2CCN(Cc3ccccc3)CC2)c(C)c1,·,68,7,6%
Cc1cccc2cc(CN(CC3CCCO3)C(c3nnnn3Cc3ccco3)C(C)C)c(=O)[nH]c12 (stereo unspecified),7%,8,9,-3%
Cc1noc(C)c1S(=O)(=O)N1CCN(Cc2ccc3c(c2)OCO3)CC1,-1%,-15,-12,3%
COc1ccc(NCc2c(O)ccc3ccccc23)cc1,-11%[11.4 µM],·,·,?
C(=C\c1ccccc1)/CSc1nnc(-c2ccncc2)n1Cc1ccco1,-12%,27,5,-17%
CCOC(=O)C1=C(C)N(C)C(=O)NC1c1ccccc1OC (stereo unspecified),2%,?,8,2%
Cc1nc(N2CCN(C(=O)c3ccc(Cl)cc3)CC2)c(C#N)c2c1COC(C)(C)C2,7%,?,-6,-6%
O=S(=O)(c1ccccc1)c1nc(-c2ccco2)oc1N1CCOCC1,-3%,7,0,-3%
O=c1[nH]c(CN2CCN(c3ccccc3)CC2)nc2scc(-c3ccccc3)c12,·,19,·,-1%
Cc1ccc(C(=O)c2nc3c(n2O)CCCC3)cc1,-2%,10,-2,-16%
CCCC(=O)Nc1ccc(N2CCN(C(=O)CCC)CC2)cc1,-8%,?,2,-9%
Cc1ccc(S(=O)(=O)Cc2ccc(C(=O)NCCCN3CCN(C)CC3)o2)cc1,-3%,?,-1,-2%
CCN(CC)S(=O)(=O)c1ccc(OC(C)C)nc1,2%,39,0,-3%
COc1ccc(CC(=O)NC(C)(C)CC(C)=O)cc1OC,-1%,43,5,3%
O=C(O)c1ccc(-c2nc(-c3ccccc3)c(-c3ccccc3)[nH]2)cc1,·,-12,·,2%
Cc1nc(N/N=C/c2ccccn2)sc1C,·,?,·,3%
Fc1cccc(NCc2cn3ccccc3n2)c1,4%[2.29 µM],-15,-1,1%
COc1ccc(NC(=O)CSc2nnc(C3CCCCC3)n2-c2ccccc2)cc1,2%,?,4,-4%
Cc1ccccc1Nc1nnc(SCC(=O)Nc2ccccc2[N+](=O)[O-])s1,·,?,2,3%
COc1ccc(-c2oc3ccc(C)cc3c(=O)c2O)cc1OC,-5%,·,-19,6%
CCCCn1c(S(=O)(=O)O)nc2ccccc21,13%[11.4 µM],-26,1[1.84 µM],3%
CC1CCC(N2CCN(c3ncccn3)CC2)C1 (stereo unspecified),3%,?,1,2%
CCSc1nc2cc(OC)c(OC)cc2c(=O)n1CC,1%,7,-4,0%
Cc1cccc(-n2c(=O)c(C#N)cc3c(=O)n4ccccc4nc32)c1,-25%,27,2,0%
N#Cc1ccc(CN2CCC3(CC2)CCN(C(=O)c2cc(C(F)(F)F)cc(C(F)(F)F)c2)CC3)cc1,35%[activator],·,·,2%
C=CCN1C(=O)N/C(=C/c2ccc(N3CCOCC3)o2)C1=O,·,48,·,-3%
COc1cc2c(cc1OC)C(=O)NCC(C)(C)O2,·,48,·,-1%
Cc1nn(Cc2cccc(C(=O)Nc3ccn(Cc4c(F)c(F)cc(F)c4F)n3)c2)c(C)c1[N+](=O)[O-],8%,14,8,8%
O=C(Cn1cc2c(n1)CCCCC2)NC1CCN(Cc2ccccc2)CC1,22%,?,1,5%
Cc1ccccc1Nc1nnc(SCC(=O)NC(=O)NCc2ccco2)s1,-12%,12,4,-7%
CC(=O)c1cc2c(cc1NS(=O)(=O)c1ccc(C)cc1)OCCO2,-4%,?,12,-9%
COc1ccccc1C1C(C(N)=O)=C(C)Nc2nc(-c3ccccc3Cl)nn21 (stereo unspecified),1%,-11,1,-1%
Cc1cc(=O)oc(C)c1C(=O)N1CCN(C)CC1,-6%,30,-1,3%
O=C(C[n+]1ccc(C(=O)N/N=C/c2ccc(O)cc2)cc1)c1ccccc1,34%[activator],7,6,0%
c1ccc(CCNc2nc(-c3cccnc3)cs2)cc1,21%,?,9,6%
c1coc(CNC2CCCCC2)c1,·,248,-3,-3%
O=C(CSc1nc2ccsc2c(=O)n1NC(=O)c1ccccc1)Nc1nccs1,·,?,?,6%
Cc1onc(-c2ccccc2Cl)c1C(=O)Nc1nnc(Cc2ccc(Cl)cc2)s1,-2%,?,18,-18%
COc1ccc(CCNC(=O)CCCCn2c(=O)[nH]c3ccccc3c2=O)cc1OC,-2%,-15,-5,-2%
CCc1c(C)c2c(C)[nH]nc2oc1=O,-2%,76,-14,4%
CC(C)c1ccc(S(=O)(=O)N2CCN(C(=S)NCc3ccco3)CC2)cc1,·,-14,·,-13%
COC(=O)c1ccc(-n2c(C)nc(=O)c(-c3ccccc3)c2C)cc1,6%,-12,-5,-6%
CCC(C)C(=O)Nc1nc(C)c(-c2csc(Nc3ccccc3OC)n2)s1 (stereo unspecified),2%,-18,4,-15%
Cc1sc2ncnc(OCC(=O)c3ccc(S(=O)(=O)N4CCCC4)cc3)c2c1C,-2%,-17,-14,-2%
CN1C2CCC1/C(=C/c1cccn1C)C(=O)/C2=C\c1cccn1C,·,17,·,1%
O=C(NCc1ccco1)[C@@H]1CSC2c3ccccc3C(=O)N21 (stereo partly specified),-15%,-27,3,-6%
CC(C)(C)c1cc(=O)n(-c2ccccc2)[nH]1,·,13,·,-29%
O=C(O)[C@@H]1CCCN1,2%[11.4 µM],·,·,1%[11.4 µM]
Cc1cccc2cc(CN(Cc3cccs3)Cc3nnnn3Cc3ccccc3)c(=O)[nH]c12,11%,-3,4,-7%

One compound at a time, as listed above. Order of screens: 15-hLO-2 inh, PNC inhibitor, IMPase cell inh, ALOX12 inhib
`Cc1nn(Cc2cccc(C(=O)Nc3ccn(Cc4c(F)c(F)cc(F)c4F)n3)c2)c(C)c1[N+](=O)[O-]` in the list: 8%, 14, 8, 8%
`Cc1noc(C)c1S(=O)(=O)N1CCN(Cc2ccc3c(c2)OCO3)CC1` in the list: -1%, -15, -12, 3%
`Cc1ccccc1Nc1nnc(SCC(=O)Nc2ccccc2[N+](=O)[O-])s1` in the list: ·, ?, 2, 3%
`O=C(Nc1ccn(Cc2ccccc2)n1)c1cccc(Cn2cc([N+](=O)[O-])cn2)c1` in the list: ·, ?, ·, 1%
`Cc1cccc2cc(CN(Cc3cccs3)Cc3nnnn3Cc3ccccc3)c(=O)[nH]c12` in the list: 11%, -3, 4, -7%

Part of the list above in order of heavy-atom count, descending.
Molecule,15-hLO-2 inh,PNC inhibitor,IMPase cell inh,ALOX12 inhib
Cc1cccc2cc(CN(Cc3cccs3)Cc3nnnn3Cc3ccccc3)c(=O)[nH]c12,11%,-3,4,-7%
Cc1sc2ncnc(OCC(=O)c3ccc(S(=O)(=O)N4CCCC4)cc3)c2c1C,-2%,-17,-14,-2%
COc1ccccc1C1C(C(N)=O)=C(C)Nc2nc(-c3ccccc3Cl)nn21 (stereo unspecified),1%,-11,1,-1%
Cc1ccccc1Nc1nnc(SCC(=O)NC(=O)NCc2ccco2)s1,-12%,12,4,-7%
CN1C2CCC1/C(=C/c1cccn1C)C(=O)/C2=C\c1cccn1C,·,17,·,1%
c1ccc(CCNc2nc(-c3cccnc3)cs2)cc1,21%,?,9,6%

High-throughput results (PubChem)
